Bioassay records from PubChem.
TEAD-YAP block = TEAD-YAP interaction inhibition. HEK-TIYL cells, TEAD-Gal4/YAP UAS-luciferase luminescence. inhibition, % at 9.12 µM. hit rate 1.4% among 640,000. AID 1259422; in the data active = inhibition above about 32%;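 note: 0% = median of test compound wells and 100% = reference inhibitor wells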
FBW7 activator = activators of human E3 ligase FBW7; Q969H0; AlphaScreen FBW7–phospho-cyclin E peptide binding, activator screen; normalized activity (activation), % at 26.1 µM; hit rate 0.13% among 650,000; AID 1259310; in the data active = normalized activity above about 1.9%;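 note: purified mutant Fbw7 with reduced substrate affinity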
GPR151 ag = human GPR151 activation | Q8TDV0 | PathHunter beta-arrestin GPR151 cells, luminescence | activation, % at 11.2 µM | hit rate 1% among 650,000 | AID 1508602; in the data active = activation above about 4.9%;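 note: 0% = median of compound wells and 100% = cells with positive control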
Target sequence (Q8TDV0 whole entry, looked up): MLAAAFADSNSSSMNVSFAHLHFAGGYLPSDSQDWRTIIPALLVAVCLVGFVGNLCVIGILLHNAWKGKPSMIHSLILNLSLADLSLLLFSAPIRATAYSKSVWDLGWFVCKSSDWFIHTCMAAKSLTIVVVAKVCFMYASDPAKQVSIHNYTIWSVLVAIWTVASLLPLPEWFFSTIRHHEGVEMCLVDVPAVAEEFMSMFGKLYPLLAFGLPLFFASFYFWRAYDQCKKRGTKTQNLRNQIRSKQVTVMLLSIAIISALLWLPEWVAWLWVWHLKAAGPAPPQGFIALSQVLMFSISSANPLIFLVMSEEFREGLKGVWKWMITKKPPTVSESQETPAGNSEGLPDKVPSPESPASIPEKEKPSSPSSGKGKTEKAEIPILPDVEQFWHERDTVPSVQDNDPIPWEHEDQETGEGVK
MITF primary = blocks human microphthalmia-associated transcription factor; O75030; AlphaScreen MITF homodimerization, bead proximity signal; inhibition, % at 2.6 µM; hit rate 0.91% among 650,000; in the data active = inhibition above about 50%;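 note: 0% = vehicle wells with protein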
Target sequence (O75030 whole entry, looked up): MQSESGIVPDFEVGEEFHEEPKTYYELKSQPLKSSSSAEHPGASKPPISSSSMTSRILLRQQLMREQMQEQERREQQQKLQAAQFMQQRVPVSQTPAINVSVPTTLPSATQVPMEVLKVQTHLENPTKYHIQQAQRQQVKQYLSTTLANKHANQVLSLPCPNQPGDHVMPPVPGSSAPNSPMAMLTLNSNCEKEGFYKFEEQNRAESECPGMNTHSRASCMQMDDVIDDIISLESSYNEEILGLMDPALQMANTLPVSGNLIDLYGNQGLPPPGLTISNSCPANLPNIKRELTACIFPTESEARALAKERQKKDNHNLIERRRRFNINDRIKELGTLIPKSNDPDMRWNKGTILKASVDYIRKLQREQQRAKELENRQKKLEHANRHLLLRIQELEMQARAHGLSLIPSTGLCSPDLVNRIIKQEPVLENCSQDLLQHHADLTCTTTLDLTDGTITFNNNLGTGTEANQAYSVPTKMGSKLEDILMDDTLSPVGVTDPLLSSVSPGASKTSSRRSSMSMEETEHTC
Starred values were filed as active, the others as inactive; & = joins results of further samples. Not a hit list; 3.5% or so of the library scored in one or more.

SMILES	TEAD-YAP block	FBW7 activator	GPR151 ag	MITF primary
O=C(CN1C(=O)C2CC=CCC2C1=O)Nc1ccc2c(c1)CCC2 (configuration not stated)	-11	0.0	-0.5	-7
COc1ccc(-c2[nH]ncc2C(=O)NCc2ccccc2OC)cc1	0	0.1	-0.8	17
C=CCNC(=O)C1CC(c2ccccc2F)=NO1 (configuration not stated)	-8	0.2	-0.4	-13
O=C(C1CCCO1)N1CCCC1c1nc2ccccc2[nH]1 (configuration not stated)	4	0.2	-0.4	18
Cc1ccc2ncnc(NCCCN3CCOCC3)c2c1	0	-0.2	0.5	7
CCN(CC)C(=O)c1cc(-c2ccc(Cl)cc2)on1	-59	0.0	-0.1	9
O=C(NCc1noc2ccccc12)N1CCC(N2CCCCC2)CC1	1	0.1	-1.3	-13
CC(=O)c1ccc(-c2cc(F)cc3c2OC(CNC(=O)c2ocnc2C)C3)s1 (configuration not stated)	7	0.5	1.2	-7
Cc1ccc(C(=O)Nn2c(C)nc3ccccc3c2=O)cc1C	-2	0.1	-1.3	6
O=C(Cc1ccccc1)Nc1ccccc1I	-1	-0.1	0.2	12
CCCCCCCCCCCCC/C=C/[C@@H](O)[C@H](CO)NC(=O)CCCCC	5	0.1	-0.5&-1.2	0&7
COc1ccc(C(=O)Nc2c3c(nn2-c2cccc(C)c2C)CS(=O)(=O)C3)cc1	-1	0.0	-1.4	13
C[C@@H](Nc1cc(Cl)ncn1)c1ccccc1	26	0.2	0.7	3
Cc1ccc(NC(=O)c2cnccn2)c(C)c1	-22	-0.1	0.4	14
CCOc1cc(NC(=O)c2ccccn2)c(OCC)cc1NC(=O)CC	-3	0.1	-0.1	-7
C/C(CCc1ccccc1)=N/Nc1ccc([N+](=O)[O-])cc1	1	-0.2	8.0*	8
O=C(O)/C=C/C(=O)Nc1nc(-c2ccc3ccccc3c2)cs1	1	0.2	2.8	-15
CCOC(=O)c1c(NC(=O)CCc2ccccc2)sc(C(=O)Nc2ccc(OC)cc2)c1C	-13	0.1	2.0	-3
COCCNC(=O)Cn1c(-c2ccccn2)nc2ccccc21	-1	0.1	-0.5	8
N#Cc1ccc(Oc2ccc(NC(=O)c3ccc(Br)o3)cc2)cc1C#N	14	0.8	0.0	0

One compound at a time (already shown). Order of values: TEAD-YAP block, FBW7 activator, GPR151 ag, MITF primary
CC(=O)c1ccc(-c2cc(F)cc3c2OC(CNC(=O)c2ocnc2C)C3)s1 (configuration not stated) across the screens: 7, 0.5, 1.2, -7
CCCCCCCCCCCCC/C=C/[C@@H](O)[C@H](CO)NC(=O)CCCCC across the screens: 5, 0.1, -0.5&-1.2, 0&7
CCOC(=O)c1c(NC(=O)CCc2ccccc2)sc(C(=O)Nc2ccc(OC)cc2)c1C across the screens: -13, 0.1, 2.0, -3

Other records follow:
SMILES	TEAD-YAP block	FBW7 activator	GPR151 ag	MITF primary
CN1C(=S)N2CCCN2C1c1ccccc1 (configuration not stated)	12	0.0	0.0	17
O=C1NN=C(c2cccc(F)c2)CC1c1ccc(Cl)cc1 (configuration not stated)	16	0.0	-0.6	-15
O=S(=O)(NCC1(c2ccccc2)CCOCC1)c1ccc(Cl)cc1	0	0.1	-0.3	13
COc1ccccc1N1CCN(CCC(=O)Nc2ccccc2F)CC1	-19	0.0	-1.8	-7
O=C(Nc1ccccc1O)c1cc(S(=O)(=O)N2CCCCCC2)ccc1Cl	-17	0.2	-2.2	12
COc1ccc(OC)c(Nc2cc(C(=O)O)c3ccccc3n2)c1	5	-0.1	0.5	4
CCn1ccc(C(=O)Nc2nnc(C3CCCCC3)o2)n1	-17	-0.7	-0.3	26
Cc1ccc(OCCOc2cccc(C=C3C(=O)NC(=S)NC3=O)c2)cc1	-34	0.0	0.2	4
Cc1c(NC(=O)CN2C(=O)C3C4C=CC(C4)C3C2=O)ccc(Br)c1Cl (configuration not stated)	-4	0.1	-0.2	-18
Oc1ccc(Br)cc1/C=N/n1c(-c2cccnc2)n[nH]c1=S	-7	-0.2	1.2	-1
Cc1cccc(Nc2nc(C)cc(C)n2)c1	-4	0.0	-0.1	11
CCC(C)(C)n1nnnc1C(c1ccccn1)N1CCN2CCCC2C1 (configuration not stated)	4	0.6	0.3	7
COc1cccc(-n2c(=S)sc3c2nc(SCC(=O)NC2CCCCC2)n2c4ccccc4nc32)c1	2	-0.1	-0.8	-2
COc1ccc(NC(=S)NC(=O)c2ccc(Br)o2)cc1[N+](=O)[O-]	-14	0.0	-0.7	15
COc1cc(Nc2cc(C)nc(Nc3ccc(C(F)(F)F)cc3)n2)cc(OC)c1OC	9	0.0	1.6	-2
Cc1ccc(-c2cnc(Oc3ccc(CCO)cc3)nc2)cc1	-39	0.1	-1.3	5
Cc1ccc(Cn2ccnc2SCC(=O)Nc2nccs2)cc1	-17	-0.1	-0.9	2
CCN1CCN(C(=O)C2c3cc(OC)c(OC)cc3C(=O)N3CCc4ccccc4C23)CC1 (configuration not stated)	4	0.5	-0.7	-5
CCn1c(C)c(C(=O)O)c2cc(OC)c3ccccc3c21	-3	0.3	-0.2	-1
Cn1c(NCc2ccc(C(F)(F)F)cc2)nc2ccccc21	-36	-0.1	0.7	4

Carrying on.
SMILES	TEAD-YAP block	FBW7 activator	GPR151 ag	MITF primary
O=C(Nc1cnn(Cc2ccccc2)c1)c1cnn2c(C(F)F)cc(-c3ccccc3)nc12	-2	0.2	-0.6	8
COc1ccccc1C(=O)NC(C)C1CCCO1 (configuration not stated)	3	0.2	0.3	-26
COCCNC(=O)Cn1cc(/C=C(\C#N)C(=O)NC2CC2)c2ccccc21	-1	0.0	0.9	0
Cc1cc(-c2csc(N)n2)c(C)n1CCC(C)C	12	-0.1	0.7	2
Cc1cc(OC(=O)c2ccc([N+](=O)[O-])cc2)ccc1[N+](=O)[O-]	-3	0.5	-1.7	-1
CC(Sc1nc2ccccc2[nH]1)C(=O)O (configuration not stated)	0	-0.1	-1.4	-4
Cc1ccc(CSC2=NCCN2S(=O)(=O)c2ccc([N+](=O)[O-])cc2)cc1	-2	0.3	-2.1	-5
CC(Oc1ccccc1Br)C(=O)Nc1sc2c(c1C#N)CCC2 (configuration not stated)	5	0.1	0.2	13
COC(=O)CN1C(=O)S/C(=C/c2cc(C)n(C)c2C)C1=O	-47	-0.2	-2.1	0
CC(=O)c1ccc(NC(=O)CCSCCc2ccccn2)cc1	-5	0.0	0.1	0
CCOC(=O)c1sc(NC(=O)c2ccc([N+](=O)[O-])o2)cc1C	-41	0.1	-0.7	-7
Cc1ccc(S(=O)(=O)N2CC3C=CC2C3)cc1 (configuration not stated)	9	0.0	0.5	5
Cc1c(Cl)cccc1NC1OC(=O)c2ccccc21 (configuration not stated)	1	-0.2	-0.2	-3
CCSC1=C(C#N)C(c2ccc3c(c2)OCO3)C2=C(CCCC2=O)N1 (configuration not stated)	7	0.5	5.5*	16
O=C(NCC1(c2ccccc2)CCOCC1)c1ccc([N+](=O)[O-])cc1	-1	0.4	0.2	30
CCN(CC)C(=S)SCC(=O)c1cc(C)n(-c2ccc(Cl)c(C(F)(F)F)c2)c1C	3	-0.1	0.6	-12
Cc1c(C(=O)N=Nc2c(O)[nH]c3ccccc23)nnn1-c1nonc1N	0	0.0	-0.9	-3
O=C1C2C3C=CC(C4CC34)C2C(=O)N1/N=C/c1ccc(-c2ccc(F)cc2[N+](=O)[O-])o1 (configuration not stated)	-4	0.1	0.1	8
CCN1CCN(C(=O)c2cc(C)nn2-c2ccccc2)CC1	-15	1.6	-0.2	8
Cc1cc2cc(CNC(=O)CCc3ccccc3)ccc2[nH]1	1	0.7	-1.0	9

(cont.)
SMILES	TEAD-YAP block	FBW7 activator	GPR151 ag	MITF primary
O=C(Nc1cnn(CC(=O)N2CCSCC2)c1)c1ccc2c(c1)OCO2	9	0.9	0.4	16
CC(C)Oc1ccc(-c2nnc(SCC(N)=O)n2Cc2ccccc2)cc1	-2	-0.1	0.7	10
CC1CCCC(NC(=O)C2N(C(C)c3ccccc3)C(=O)C3C(C(=O)Nc4cccc(Cl)c4)C4C=CC32O4)C1C (configuration not stated)	-5	-0.1	1.3	-2
COC(CNC(=O)c1ccc2c(Cl)c3c(nc2c1)CCCC3)OC	-5	0.1	0.1	-7
CCCS(=O)(=O)N1CCN(c2ccc(O)cc2)CC1	-18	-0.2	1.1	6
COc1cc(OC)cc(N2C(=O)CC(N3CCN(C)CC3)C2=O)c1 (configuration not stated)	10	-0.2	0.4	9
COc1ccc(C2C(C(=O)c3cccs3)=C(O)C(=O)N2CCCN2CCOCC2)cc1 (configuration not stated)	-2	0.0	0.1	6
CCC(C)NCCOCCOc1ccc(C)cc1Cl (configuration not stated)	-6	-0.3	1.0	77*
Cc1c(Cl)c(C(F)(F)F)nn1CC(=O)NCc1ccc(Cl)cc1	0	-0.1	1.3	0
CC1(C)Oc2ccc3ccc(=O)oc3c2/C(=C/NCCC2=CNC3C=CC=CC23)C1=O (configuration not stated)	-8	0.4	1.2	7
O=C(Nc1nc(-c2c[nH]c3ccccc23)cs1)c1n[nH]c(=O)c2ccccc12	36*	0.1	2.1	-4
Cc1cccn2c(CN3CCN(c4ccccn4)CC3)c(C(=O)N3CCCCC3)nc12	9	0.1	0.0	10
CCN(CC)Cc1c(C(=O)N/N=C(\C)c2ccccc2)nnn1-c1nonc1N	4	0.1	1.2	9
Cc1cccc(NC(=O)Cn2c(=O)n(C3CCCCC3)c(=O)c3cccnc32)c1	9	-0.1	-0.1	-3
CCOC(=O)c1nnn(-c2nonc2N)c1CN1CCCC(C(=O)OCC)C1 (configuration not stated)	-1	0.0	2.0	6
O=C(Nc1nc(-c2ccc(Cl)cc2Cl)cs1)c1ccco1	-3	0.1	-1.1	10
O=C(OCC(=O)N1CCc2ccccc21)c1cc2cc(Br)ccc2oc1=O	1	-0.1	-0.2	-2
O=C(COC(=O)c1cc(F)c(F)cc1Cl)NCc1ccco1	3	0.1	-0.5	22
O=C(O)/C=C\C(=O)Nc1cccc([N+](=O)[O-])c1	8	0.1	2.1	-3
Clc1ccccc1CNC1=NCCC1	18	-0.3	-1.0	-6

Other records follow:
SMILES	TEAD-YAP block	FBW7 activator	GPR151 ag	MITF primary
NC(=O)c1c(NC(=O)CCN2C(=O)c3ccccc3C2=O)sc2c1CCCC2	6	0.0	0.0	-6
C=CCOC(=O)C1=C(C)NC(C)=C(C(=O)OCC=C)C1c1cccs1	0	0.5	-0.6	-79
O=C(Cc1cn(-c2ccc(NCCCN3CCCC3=O)nn2)c2ccccc12)NCCCN1CCCC1=O	0	0.1	1.9	8
O=C(Nc1nc2ccccc2s1)C1CC=CCC1C(=O)OCC(F)(F)C(F)F (configuration not stated)	-2	0.0	-6.1	-1
O=C(NCC1OCCc2ccccc21)c1cc(CCc2ccccc2)no1 (configuration not stated)	-63	0.1	1.1	-5
O=C(CSc1nc2[nH]ncc2c(=O)n1-c1ccc(Br)cc1)NCc1cccs1	9	-0.1	0.3	54*
Cc1ccc(NC(=O)COc2ccc(Cl)cc2)cc1F	-3	0.1	-1.0	10
COc1ccc(C(=O)O)cc1S(=O)(=O)Nc1ccc(-c2ccccc2)cc1	-5	0.0	0.0	2
C=C(C)COc1c(Br)cc(C=O)cc1OC	-5	-0.1	0.1	3
COc1cccc(C(=O)Nc2cccc3nsnc23)c1	-23	0.7	-3.4	9
O=C(Nc1cccc(F)c1)NC1(C(=O)NCc2ccco2)CCCCC1	-2	0.7	-0.2	2
COc1cc(Nc2nc(-c3c(C)noc3C)nc3c2ncn3-c2ccccc2)cc(OC)c1OC	-2	14*	2.0	-1
Cc1ccc(C)c(N(CC(=O)Nc2cccc([N+](=O)[O-])c2C)S(C)(=O)=O)c1	-6	-0.1	1.9	4
CN1CCN(c2ccc(-c3nc4ccc(C(=O)Nc5ccc(N6CCOCC6)cc5)cc4s3)cc2)CC1	0	0.1	1.1	48
O=C(COC(=O)c1ccccn1)Nc1cccc(I)c1	4	-0.6	1.3	-2
COC(=O)c1cc(C#N)c(N(C)C)nc1C	4	0.1	0.7	12
N=C1c2ccccc2CN1NC(=O)c1ccc([N+](=O)[O-])cc1	-12	0.1	3.5	14
Cc1csc(N/N=C\CCc2ccccc2)n1	-39	-0.3	0.5	1
CCOc1cc(C2C(C#N)=C(N)Oc3n[nH]c(-c4cccc([N+](=O)[O-])c4)c32)ccc1OC(=O)N1CCOCC1 (configuration not stated)	5	0.0	0.7	11

In a second layout: results already given.
Every second line gives: TEAD-YAP block	FBW7 activator	GPR151 ag	MITF primary
> COc1cc(Nc2nc(-c3c(C)noc3C)nc3c2ncn3-c2ccccc2)cc(OC)c1OC
→ -2	14*	2.0	-1
> Cc1ccc(C)c(N(CC(=O)Nc2cccc([N+](=O)[O-])c2C)S(C)(=O)=O)c1
→ -6	-0.1	1.9	4
> CN1CCN(c2ccc(-c3nc4ccc(C(=O)Nc5ccc(N6CCOCC6)cc5)cc4s3)cc2)CC1
→ 0	0.1	1.1	48
> O=C(COC(=O)c1ccccn1)Nc1cccc(I)c1
→ 4	-0.6	1.3	-2
> COC(=O)c1cc(C#N)c(N(C)C)nc1C
→ 4	0.1	0.7	12
> N=C1c2ccccc2CN1NC(=O)c1ccc([N+](=O)[O-])cc1
→ -12	0.1	3.5	14
